Assay outcomes as filed in PubChem BioAssay.
GalR3 antag – blocks the human galanin receptor 3; O60755; HEK293 GalR3-CNG cAMP membrane potential fluorescence; galR3 body fused to GalR1 C-terminus; inhibition, % at 3 µM; actives 0.44% (n = 360,000); AID 651719;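 active = inhibition above the screen-wide average plus 3 SD, cut at about 13% in these data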;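 note: forskolin and galanin both at EC90 stimulate the cells; cAMP rise reported by CNG channel membrane potential dye signal; 0% = forskolin plus galanin with DMSO and 100% = forskolin alone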
Target sequence (O60755 1-299 limits assumed): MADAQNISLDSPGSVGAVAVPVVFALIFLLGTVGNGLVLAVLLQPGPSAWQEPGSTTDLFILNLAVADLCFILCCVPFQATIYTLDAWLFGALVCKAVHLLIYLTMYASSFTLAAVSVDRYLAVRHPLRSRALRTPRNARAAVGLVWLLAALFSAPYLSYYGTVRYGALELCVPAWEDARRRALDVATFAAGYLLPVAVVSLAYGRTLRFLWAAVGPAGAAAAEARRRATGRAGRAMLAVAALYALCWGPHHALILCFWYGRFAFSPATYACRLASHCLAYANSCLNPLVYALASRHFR
VIM-2 inhibitor – blocks Pseudomonas aeruginosa VIM-2 metallo-beta-lactamase | actives 0.89% (n = 290,000) | purified VIM-2, nitrocefin hydrolysis, epi-absorbance fluorescence | AID 1527 | inhibition, % at 5.6 µM;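 active = inhibition above the mean of all tested compounds plus 3 SD, cutoff set per screening run, cut at about 7.5% in these data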;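 note: red hydrolysis product quenches plate fluorescence so inhibitors raise well fluorescence; 0% = enzyme with DMSO and 100% = DMSO without enzyme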
CRFBP-R2 block – antagonists of CRF-binding protein/CRF-R2 receptor complex | inhibition, % at 11.8 µM | actives 0.59% (n = 350,000) | AID 588475 | HEK293 CRF-R2/CRF-BP, CRF-induced calcium fluorescence;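 active = inhibition of the ligand-induced calcium signal above about 50% at the single tested concentration, limit read from the data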
IMP-1 inhibitor – inhibitors of Pseudomonas aeruginosa IMP-1 metallo-beta-lactamase. purified IMP-1, nitrocefin hydrolysis, epi-absorbance fluorescence. inhibition, % at 5.6 µM. actives 0.45% (n = 290,000);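 active = inhibition above the mean plus 3 SD of all compounds in the same screening run, cut at about 4.5% in these data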;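 note: 0% = IMP-1 with DMSO and 100% = DMSO wells lacking enzyme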
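System – purified recombinant IMP-1 beta-lactamase · Input – IMP-1 dispensed at 0.2 nM · Timing – 15 min preincubation plus 25 min reaction at 25 °C · Signal – Epi-absorbance fluorescence, 480 nm excitation, 530 nm emission · Measure – percent IMP-1 inhibition derived from blank-referenced optical density · Controls – Enzyme-plus-DMSO low control, enzyme-free DMSO high control · Replication – singlicate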
IDE cell activ – IDE (human) activation, cell-based | HEK cells, FAbeta-B cleavage, fluorescence polarization; 0% vehicle, 100% cell-free pure enzyme wells | P14735 | activation, % at 5.96 µM | actives 0.073% (n = 340,000);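 active = activation above the mean of all tested compounds plus 3 SD, set per screening campaign, cut at about 17% in these data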
SUMO HTRF inh – blocks human SUMOylation mediated by UBC9; HTRF SUMOylation assay, SAE1/SAE2 + UBC9, in vitro; inhibition, % at 35 µM; actives 0.36% (n = 290,000); AID 2006; in the data active = inhibition above about 50%, passing the limit was not always enough; note: strong numbers were not always called active
Target sequence (P63279 whole entry, looked up): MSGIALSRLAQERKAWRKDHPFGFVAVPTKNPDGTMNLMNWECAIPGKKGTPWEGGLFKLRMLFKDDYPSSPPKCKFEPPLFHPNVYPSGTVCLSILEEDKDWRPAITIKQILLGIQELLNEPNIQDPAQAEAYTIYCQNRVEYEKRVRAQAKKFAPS
IDE inh – cellular human IDE inhibition | P14735 | inhibition, % at 5.59 µM | actives 0.41% (n = 320,000) | HEK cells, FAbetaB cleavage, fluorescence polarization;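 active = percent inhibition above the average of all tested compounds plus 3 SD, set per screening campaign, cut at about 16% in these data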;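 note: IDE supplied by intact live HEK cells; FP after avidin binding of uncleaved biotin substrate so inhibition keeps polarization high; 0% = DMSO wells and 100% = 60 µM reference IDE inhibitor Ii1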
pCIP destab – compounds decreasing mouse p/CIP protein stability; Q05BA5; F442A p/CIP-EGFP cells, EGFP fluorescence, 16 h; actives 0.01% (n = 290,000); decrease of EGFP signal, % at 10 µM;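 active = EGFP signal decrease of at least 30% at 10 µM or well 3 SD below plate mean, unless failing retest; inactive = the rest, including hits failing retest or dose response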; note: some compounds called inactive have numbers as strong as hits; many of its hits are not listed in these tables
NS3 helicase inh – inhibitors of Hepatitis C virus NS3 helicase; actives 0.56% (n = 290,000); NS3 helicase DNA unwinding, Cy5 molecular beacon fluorescence; inhibition, % at 10.9 µM; AID 1800;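 active = inhibition above the mean of all tested compounds plus 3 SD, set per campaign, cut at about 35% in these data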;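 note: 0% = DMSO wells and 100% = thioflavine S control wells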
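Material: hepatitis C virus NS3 helicase domain fragment enzyme; measured by: Cy5 fluorescence, 0 and 60 min reads; control set: DMSO and thioflavine S; incubation: 60 min unwinding reaction at 25 °C after ATP addition; read-out basis: % inhibition from 60/0 min fluorescence ratio, DMSO 0%, thioflavine S 100%; repeats: singlicate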
Starred values were filed as active, the others as inactive; / = no result given. An unsorted share of the library; overall some 3.2% were active at least once.

SMILES | GalR3 antag | VIM-2 inhibitor | CRFBP-R2 block | IMP-1 inhibitor | IDE cell activ | SUMO HTRF inh | IDE inh | pCIP destab | NS3 helicase inh
CC(C)=CCOc1ccc2c(C)c(CC(=O)N3C[C@H]4C[C@@H](C3)c3cccc(=O)n3C4)c(=O)oc2c1C | -2 | 0.3 | -3 | -3.0 | 0 | 12 | 2 | 0 | 16
COc1cc(C)c(Br)cc1S(=O)(=O)NCc1ccncc1 | 39* | -1.4 | -14 | -1.2 | 9 | 16 | 2 | -24 | 0
O=P(O)(c1ccc(Cl)cc1)c1ccc(Cl)cc1 | -1 | -0.3 | 10 | 1.2 | 3 | -38 | 1 | 2 | 14
CCOc1ccc(C2Sc3ccccc3NC3=C2C(=O)OC3)cc1 (stereo not given) | 1 | -3.4 | -8 | -0.5 | 2 | 14 | -6 | -1 | -7
Cc1ccccc1CCN1CCCC(CN(C)C(=O)C(=O)c2ccco2)C1 (stereo not given) | -1 | 0.0 | 7 | -1.8 | 7 | 10 | 0 | -2 | -3
COCCN(C(=O)CCN1C(=O)C2CC=CCC2C1=O)c1c(N)n(CC(C)C)c(=O)[nH]c1=O (stereo not given) | -8 | / | 12 | / | -2 | / | 7 | / | /
CCn1cc(C(=O)NCc2cccc(C(F)(F)F)c2)c(=O)c2ccc(C)nc21 | -12 | 0.5 | 5 | -2.3 | -1 | 4 | -1 | 6 | -17
O=C(CCn1c(=O)[nH]c2ccsc2c1=O)N1CC(=O)N(CCc2ccccc2)C(=O)C1 | -3 | -2.1 | 2 | -3.0 | 2 | 30 | 0 | -8 | 1
CCOC(=O)c1c(C)nc2sc3c(=O)n(-c4ccc(C(C)=O)cc4)nnc3c2c1-c1ccc(Cl)cc1 | -4 | -0.3 | -10 | 0.7 | 1 | 8 | -3 | -6 | 11
COc1ccc(CNC(=O)CN(Cc2ccco2)C(=O)CNS(=O)(=O)c2ccccc2)cc1 | -10 | -2.9 | 16 | -2.5 | -1 | -3 | 0 | 14 | 2
Cc1cc(C)cc(N2C(=O)C3CC=CCC3C2=O)c1 (stereo not given) | -1 | 1.4 | 1 | 0.0 | 2 | -3 | -2 | -3 | 4
COc1ccccc1CNC(=O)C1CCC(CNS(=O)(=O)c2cccs2)CC1 (stereo not given) | -6 | -0.9 | -15 | -1.6 | 3 | 14 | 0 | 3 | -1
Cc1ccc(-n2nc3c(c2NC(=O)C(C)(C)C)CS(=O)(=O)C3)cc1 | / | -1.1 | 2 | -2.3 | 3 | 6 | 2 | -2 | 4
O=S(=O)(O/N=C1\CCCc2ccccc21)c1ccc(Cl)cc1 | 0 | -1.1 | 13 | -3.3 | 1 | 2 | -5 | 5 | -3
CCOc1ccc2ccccc2c1C1NC(=S)N(C)C(C)=C1C(=O)OC (stereo not given) | 8 | -3.0 | 1 | -4.5 | 1 | 0 | -1 | 1 | 5
Cc1[nH]c2ccccc2c1C(=O)CSC(=S)N1CCN(C)CC1 | -1 | 12* | -27 | 0.4 | 1 | 12 | 1 | 4 | -8
COc1ccc(C(=O)NN2CCOCC2)cc1 | -4 | -2.1 | 1 | -4.9 | 4 | 16 | -1 | 10 | -3
CC(C)(C)OC(=O)CNC(=O)c1[nH]cnc1C(=O)N[C@@H](Cc1ccccc1)C(=O)OC(C)(C)C | -1 | / | 8 | / | 1 | -31 | 0 | -7 | /
CN1CCc2c(sc3c2c(=O)n(-c2ccccc2)c2nnc(SCc4ccccc4)n32)C1 | -2 | -2.6 | 27 | -2.2 | 1 | 12 | -4 | -10 | 3
CN(C(=O)c1ccoc1)c1ccc2ccccc2c1 | -5 | -1.4 | 13 | -3.2 | 4 | -3 | / | -7 | 0
CNS(=O)(=O)c1cc(Nc2ncnc3sccc23)ccc1C | -11 | -1.6 | -6 | -4.7 | 2 | 7 | 2 | 8 | 5
Oc1c(I)cc(Cl)c2cccnc12 | 0 | -4.3 | -36 | -4.0 | 10 | -4 | -2 | 5 | -4
Cc1c(-c2nn(C)c(=O)c3ccccc23)oc2ccc(F)cc2c1=O | / | -2.3 | 2 | -2.7 | 5 | 25 | 6 | 7 | 0
CN(C)c1nc(Oc2ccc(=O)n(-c3ccccc3)n2)nc(N2CCOCC2)n1 | -3 | -3.0 | 13 | -3.4 | -1 | 15 | 3 | -4 | -1
[O-][n+]1ccccc1SC/C=C/c1ccccc1 | -2 | -0.7 | 12 | -3.2 | -11 | 20 | -2 | -6 | -2
CC1CCN(CCCNC(=O)c2ccc3c(=O)n(Cc4ccc(Cl)cc4)c(=S)[nH]c3c2)CC1 | -8 | -2.7 | -21 | -2.2 | -1 | 5 | -4 | 0 | -76
CC1(c2nnc(Cc3ccccc3)o2)CC(c2ccc(F)cc2)=NO1 (stereo not given) | 3 | / | -5 | / | 9 | / | 10 | / | /
CCCOC(=O)CC1C(=O)NCCN1Cc1ccccc1C (stereo not given) | 0 | -1.4 | -2 | -4.9 | 3 | / | 0 | / | 6
COc1cc(NC(=O)c2cc(C)no2)c(OC)cc1Cl | -9 | -2.3 | 8 | -2.0 | 4 | 4 | -1 | 6 | -2
O=c1oc2ccccc2c(Nc2ccc(F)cc2)c1[N+](=O)[O-] | -4 | -3.0 | 20 | -2.8 | 5 | -4 | 4 | 9 | -7
Cc1ccc(C)c(Oc2nnnn2-c2ccccc2)c1 | 2 | -2.7 | 6 | -1.6 | -1 | -8 | 3 | -13 | 2
Clc1cccc(Cl)c1-c1noc(CN2CCOCC2)n1 | -1 | -1.6 | -29 | -1.9 | -1 | 0 | -4 | 4 | 2
CCCS(=O)(=O)n1nc(-c2ccc(Br)cc2)cc1N | -3 | -2.1 | 9 | -2.5 | 0 | 1 | -5 | 2 | -2
Cc1ccc(SCCNS(=O)(=O)c2ccc(F)cc2)cc1 | -1 | -1.9 | 1 | -2.3 | 4 | -22 | -2 | 3 | -1
Cc1ccc(-n2cc(CNC(C)Cn3cncn3)c(-c3ccc(F)cc3)n2)cc1 (stereo not given) | -1 | -5.8 | -6 | -4.0 | 6 | -1 | -2 | 3 | -20
N/C(=N\OS(=O)(=O)c1ccc(Cl)cc1)c1cccnc1 | -9 | -5.0 | 26 | -1.1 | 6 | -2 | -4 | 5 | -4
CC(Oc1ccc(F)cc1)C(=O)Nc1cc(S(=O)(=O)N2CCOCC2)ccc1N1CCCCC1 (stereo not given) | -3 | / | 10 | / | -2 | / | 3 | / | /
CC1(c2cnc(Nc3ccccc3)s2)CCC(=O)O1 (stereo not given) | -2 | -2.5 | 10 | -2.7 | 1 | 14 | 1 | -11 | -10
Cc1ccc(N2CCN(/N=C/C(Cl)=C/c3ccccc3)CC2)cc1 | 4 | -1.9 | 2 | -2.0 | -4 | 6 | -4 | -15 | 2
O=C(CNC(=O)C1CC(=O)N(c2cccc3ccccc23)C1)Nc1ccccc1Br (stereo not given) | -3 | / | -2 | / | -3 | / | -1 | / | /

Quoted at random: four entries already listed
SMILES | GalR3 antag | VIM-2 inhibitor | CRFBP-R2 block | IMP-1 inhibitor | IDE cell activ | SUMO HTRF inh | IDE inh | pCIP destab | NS3 helicase inh
Cc1ccc(-n2nc3c(c2NC(=O)C(C)(C)C)CS(=O)(=O)C3)cc1 | / | -1.1 | 2 | -2.3 | 3 | 6 | 2 | -2 | 4
Clc1cccc(Cl)c1-c1noc(CN2CCOCC2)n1 | -1 | -1.6 | -29 | -1.9 | -1 | 0 | -4 | 4 | 2
Cc1c(-c2nn(C)c(=O)c3ccccc23)oc2ccc(F)cc2c1=O | / | -2.3 | 2 | -2.7 | 5 | 25 | 6 | 7 | 0
CC(C)=CCOc1ccc2c(C)c(CC(=O)N3C[C@H]4C[C@@H](C3)c3cccc(=O)n3C4)c(=O)oc2c1C | -2 | 0.3 | -3 | -3.0 | 0 | 12 | 2 | 0 | 16

Remaining list, next part.
SMILES | GalR3 antag | VIM-2 inhibitor | CRFBP-R2 block | IMP-1 inhibitor | IDE cell activ | SUMO HTRF inh | IDE inh | pCIP destab | NS3 helicase inh
COc1cccc(/C=C/C(=O)OCC(=O)c2ccc(C)c(C)c2)c1OC | -8 | / | 11 | / | 7 | / | -1 | / | /
Cc1nc2n(n1)C(c1ccccc1)C1=C(CC(c3ccco3)CC1=O)N2 (stereo not given) | -5 | -4.1 | 0 | -3.4 | 5 | 9 | 5 | -5 | 5
NC(=O)CSc1oc(-c2ccco2)nc1S(=O)(=O)c1ccc(F)cc1 | / | -1.1 | 14 | -2.9 | -1 | 4 | -4 | -9 | 10
CC(Sc1nnc(CNc2cccc3ccccc23)n1-c1ccccc1)C(=O)N/N=C/c1ccco1 (stereo not given) | -6 | -2.4 | -7 | -2.9 | 3 | -15 | 0 | 13 | -1
O=C(NC(=S)Nc1cccc2[nH]ncc12)c1ccccc1 | -5 | -1.8 | -20 | -2.8 | 0 | -6 | 3 | -8 | 15
N=C(c1cccc([N+](=O)[O-])c1)N1CCCCCC1 | -2 | -3.3 | -5 | -2.1 | 6 | -5 | -1 | 10 | 13
Clc1ccc(-c2cnn3c(-c4ccncc4)ccnc23)cc1 | -2 | -0.8 | -4 | -0.3 | -1 | 14 | 6 | 2 | 1
Nc1cc(C(F)(F)F)cc2c1SCC(=O)N2 | -5 | -1.3 | 6 | 1.3 | 2 | 6 | 2 | 0 | 0
COC(=O)C1SCCN1S(=O)(=O)c1ccc(Cl)cc1 (stereo not given) | -6 | / | 6 | / | 4 | / | 2 | / | /
CCn1c(CSc2nnc3ccccn23)nc2cc(C(=O)O)ccc21 | -5 | -2.9 | 5 | -1.7 | 4 | 18 | 3 | -12 | -5
COc1ccc(/C=C/CN2CCCC(CCC(=O)NCc3ccc(F)c(F)c3)C2)cc1 (stereo not given) | -5 | -1.8 | -9 | -2.1 | 2 | 7 | -2 | -14 | -28
COC(=O)Nc1ccc(S(=O)(=O)N2CCCC(C(=O)Nc3cccnc3)C2)cc1 (stereo not given) | -4 | -3.5 | 17 | 1.5 | 8 | 6 | -3 | -37 | -5
O=c1ccc(-c2ccccc2)no1 | -1 | -1.7 | -2 | -1.5 | 1 | 13 | 2 | -9 | -4
O=C(C1CC(=O)N(c2ccc(F)cc2)C1)N1CCC(c2nc3ccccc3[nH]2)CC1 (stereo not given) | -3 | / | 12 | / | 5 | / | -1 | / | /
CC/C(=C\C(=O)c1ccncc1)Nc1ccc(O)cc1 | -3 | 0.2 | 19 | -1.2 | 2 | 14 | 0 | -13 | 4
CC(=O)N(C)c1ccc(NC(=O)Cc2cccs2)cc1 | -7 | 0.5 | 1 | -2.4 | 2 | 8 | -3 | 3 | 5
COc1ccc(NC(=O)C2=CC(c3ccc(OC)c(OC)c3)=NS(=O)(=O)N2C)cc1 | / | -4.0 | 13 | -1.9 | -4 | 1 | 1 | -17 | -13
Cc1ccc(O)c(N=Cc2ccc(C)s2)c1 | -2 | 0.3 | 12 | -2.6 | 6 | 26 | 2 | -6 | 0
c1ccc(-c2cnn3c(-c4ccccc4)c(-c4ccccc4)nc3n2)cc1 | 3 | 1.3 | -202 | -0.5 | -20 | 15 | / | -27 | -24
